Compound activity from PubChem.
PI4K2A inh = blocks human PI4K2A kinase activity | Q9BTU6 | purified PI4K2A, ADP-Glo luminescence, 1 h; active compounds read low | activity change, negative = inhibition, % at 76.9 µM | 420,000 tested, 0.13% active | AID 1346378; in the data active = activity change below about -50%; inconclusive = mostly about -30% to -49%;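 also: -100% = wells without enzyme as full effect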
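Compounds are screened against recombinant PI4K2A using PI as substrate and ATP, the latter dispensed at 300 microM. Reactions run one hour at ambient temperature before ADP-Glo detection; full inhibition defined by wells lacking enzyme.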
D2 antag = D2 dopamine receptor (human) antagonism | P14416 | HEK293 TREx D2 cells, calcium flux, dopamine EC80 | inhibition, % at 10 µM | 340,000 tested, 2% active; in the data active = inhibition above about 30%; also: 0% is about no effect
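Calcium flux kinetic readout in an inducible HEK293 TREx D2 line plated overnight at 30 C. After 180 s compound exposure, an EC80 dopamine challenge follows with another 180 s kinetic read to detect antagonism.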
TrxR1 substrate = is turned over as a substrate by rat TrxR1; AID 588456; 390,000 tested, 0.01% active; O89049; purified TrxR1 substrate turnover, NADPH consumption readout; Potency, µM (top dose mostly 114 µM), for inactives: at the highest dose activity change, negative = substrate turnover; also: potency is read from the fitted curve at half-maximal effect; % is scaled to controls: 0 for no effect and ±100 for the full control effect; nearly all actives have a fitted effect of over 50% in size
Target sequence (O89049 whole entry, looked up): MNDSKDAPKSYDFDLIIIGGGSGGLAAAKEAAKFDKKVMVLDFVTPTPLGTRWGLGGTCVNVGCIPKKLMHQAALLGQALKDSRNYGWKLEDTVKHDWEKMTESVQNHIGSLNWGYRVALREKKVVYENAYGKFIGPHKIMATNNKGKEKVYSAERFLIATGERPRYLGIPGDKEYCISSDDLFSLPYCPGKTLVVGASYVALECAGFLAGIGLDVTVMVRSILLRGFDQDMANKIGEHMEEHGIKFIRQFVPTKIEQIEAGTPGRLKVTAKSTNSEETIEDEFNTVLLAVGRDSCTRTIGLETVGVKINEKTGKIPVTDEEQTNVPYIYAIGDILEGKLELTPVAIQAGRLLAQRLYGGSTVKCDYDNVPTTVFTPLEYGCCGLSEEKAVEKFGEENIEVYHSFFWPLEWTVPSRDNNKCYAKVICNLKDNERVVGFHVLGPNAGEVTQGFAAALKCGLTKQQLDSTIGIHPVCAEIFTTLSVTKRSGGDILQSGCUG
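Rat TrxR1, dispensed at 90 nM, was prereduced with 400 uM NADPH (final) for 5 min at ~22 deg C, then incubated with compound 15 min before 400 uM selenite. A first-read NADPH fluorescence drop versus no-compound background flagged substrates.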
D2 agonist = D2 dopamine receptor (human) agonism | 340,000 tested, 0.53% active | HEK293 T-REx D2 cells, calcium flux agonist mode | P14416 | AID 485358 | activation, % at 2 µM;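 active = activation over 3 SD above normal in the single-dose calcium agonist read, cut at about 30% in these data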; also: 0% is about no effect
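Tetracycline-induced HEK293 T-REx cells with force-coupled D2 receptor, plated overnight at 30 C, loaded with no-wash calcium dye. After a 10 s baseline, compound was pin-added and calcium flux read kinetically for 180 s; calcium rises flagged agonists.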
IDH1 R132H inh = human IDH1 R132H inhibition; Potency, µM (titrated, usually from 76.6 µM), for inactives: at the highest dose activity change, negative = inhibition, actives largely listed as inhibitors; AID 602179; 390,000 tested, 0.093% active; IDH1-R132H enzyme, NADPH consumption, diaphorase/resazurin fluorescence; O75874; also: potency is read from the fitted curve at half-maximal effect; % is scaled to controls: 0 for no effect and ±100 for the full control effect; nearly all actives have a fitted effect of over 65% in size
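IDH1-R132H (0.5 ug/mL dispensed) in pH 7.5 Tris buffer was preincubated 30 min with compound, then given a substrate mix of 0.016 mM NADPH and 2 mM alpha-KG for 80 min at room temperature; remaining NADPH was read by diaphorase/resazurin fluorescence.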
TRHR ag = TRH receptor (human) agonism; P34981; TRHR cells, calcium flux fluo-8, FDSS agonist mode; activation, % at 2 µM; 360,000 tested, 0.18% active; AID 493084; in the data active = activation above about 30%; also: 0% is about no effect
Target sequence (P34981 whole entry, looked up): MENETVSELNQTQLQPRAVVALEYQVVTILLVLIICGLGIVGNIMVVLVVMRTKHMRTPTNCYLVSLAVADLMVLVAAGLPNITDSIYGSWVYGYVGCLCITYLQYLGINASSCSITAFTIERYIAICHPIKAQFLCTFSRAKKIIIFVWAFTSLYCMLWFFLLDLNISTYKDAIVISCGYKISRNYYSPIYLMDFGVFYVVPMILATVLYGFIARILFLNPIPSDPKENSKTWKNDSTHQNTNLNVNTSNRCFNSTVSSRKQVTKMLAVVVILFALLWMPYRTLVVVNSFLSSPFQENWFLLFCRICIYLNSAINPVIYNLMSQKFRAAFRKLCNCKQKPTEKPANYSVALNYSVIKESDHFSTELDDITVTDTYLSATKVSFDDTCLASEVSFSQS
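Agonist-mode FDSS calcium read (Ex 480/Em 530, 1 s cycles) in 1536-well TRHR cells with fluo-8 dye, after 10-cycle baseline and 23 nL compound addition; TRH at EC20 (10 nM final) added afterwards for the enhancer phase.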
rTrxR1 inhibitor = rat TrxR1 inhibition. Potency, µM (highest dose often 114 µM), inactives show at the top dose activity change, negative = inhibition, usual class: inhibitors. 390,000 tested, 1% active. O89049. recombinant rTrxR1, NADPH fluorescence consumption, selenite substrate; also: potency is read from the fitted curve at half-maximal effect; % is scaled to controls: 0 for no effect and ±100 for the full control effect; nearly all actives have a fitted effect of over 65% in size
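Rat TrxR1 (90 nM in the dispensed reagent) was pre-reduced with 400 uM NADPH for 5 min at room temperature, then incubated with compound for 15 min. After 400 uM selenite was added, NADPH fluorescence (Ex 340/Em 450 nm) was followed for 8 min.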
TRHR enhancer = allosteric enhancers of human TRH receptor | P34981 | AID 493056 | 360,000 tested, 0.66% active | TRHR cells, fluo-8 calcium fluorescence, EC20 TRH enhancement | enhancement, % at 2 µM; in the data active = enhancement above about 30%; also: 0% is about no effect
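TRHR-expressing cells loaded with fluo-8 calcium dye were read kinetically (ex 480/em 530) during compound addition, then stimulated with an EC20 of TRH (10 nM final). Enhancement of the Gq-mediated intracellular calcium response was scored.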
USP1 inh = USP1/UAF1 (human) deubiquitinase inhibition; O94782; recombinant USP1/UAF1, Ub-Rhodamine cleavage fluorescence; Potency, µM (titrated, usually from 57.1 µM), for inactives: at the top dose activity change, negative = inhibition, actives largely listed as inhibitors; 390,000 tested, 0.23% active; AID 743255; also: potency is read from the fitted curve at half-maximal effect; % is scaled to controls: 0 for no effect and ±100 for the full control effect; nearly all actives have a fitted effect of over 60% in size; inactives centre near -12
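High-throughput fluorogenic screen: 1nM USP1/UAF1 complex, Ub-Rho substrate 150nM final, 50mM HEPES pH 7.8 with 0.5mM EDTA, 0.1 mg/ml BSA, 1mM TCEP and 0.01% Tween-20.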
Numbers without * were called inactive; ? = inconclusive; . = no result given; [ ] = dose if it differs, or a comment. Unless noted, calls follow the shape of the dose curve; as a rule, active = well fitted inhibition curve with a large enough effect; inconclusive = small, poorly fitted or top-dose-only effect; inactive = no such curve, though single readings can be large or run the other way.

Under each structure – PI4K2A inh, D2 antag, TrxR1 substrate, D2 agonist, IDH1 R132H inh, TRHR ag, rTrxR1 inhibitor, TRHR enhancer, USP1 inh
COc1ccc(CNC(=O)C(CC(C)C)NS(=O)(=O)c2ccc3c(c2)oc(=O)n3C)cc1 (configuration not stated)
  2, ., 4%, 0.8, -7%, 0.6, 34%, -11, -10%
COc1cccc(C(=O)Nc2c(C(=O)c3ccc(F)cc3)oc3ccccc23)c1
  -1, ., 14%, 1.1, 23%, 0.5, 19%, 6, -6%
Cc1cccc(NC(=O)c2ccc3oc(=O)c(S(=O)(=O)c4ccc(F)cc4)cc3c2)c1C
  1, ., 8%, -0.7, 0%, -0.9, 30%, 0, -26%
CCCCOc1ccc(C(=O)Nc2ccc3c(c2)CCCN3S(=O)(=O)c2ccc(C)cc2)cc1
  -1, ., -1%[57.1 µM], 1.3, 13%, 1.1, 20%[57.1 µM], 2, -11%
O=C(Cc1ccccc1)NC(=S)Nc1ccc(N2CCCCC2)cc1
  2, -2, 2%, -0.2, -9%, 0.2, ?, -3, -8%
CCCNC(=O)CSc1nc2nc(C)c(Cc3ccccc3Cl)c(C)n2n1
  -8, ., 6%, 0.1, 6%, -0.4, 13%, 6, -18%
Cc1cc(-c2ccc(S(=O)(=O)Nc3cccc(C(F)(F)F)c3)s2)on1
  -7, ., -8%[57.1 µM], 0.2, 22%, 0.0, -2%[57.1 µM], 16, ?
COc1ccc(C(=O)C2CCN(C(=S)Nc3ccc(F)cc3)CC2)cc1
  12, 14, -7%, 1.0, -3%, -0.3, 9%, 1, 4%
CC(C)c1ccc(NC(=O)COC(=O)/C=C/c2cccc(Br)c2)cc1
  6, -2, -8%, 2.2, 7%, 2.7, -14%, 0, -10%
COc1cc2c(-c3ccc4cc[nH]c4c3)c(-c3ccc(C#N)cc3)oc(=O)c2cc1OC
  0, -1, 44%[activator], -0.9, -11%, -0.4, 60%[activator], 3, -15%
Cc1ccc(S(=O)(=O)N2CCCCC2)cc1NC(=O)c1ccc2c(=O)n3c(nc2c1)CCCCC3
  ., -10, ., -0.7, ., 0.1, ., -5, .
Cc1cc(C2N=C(N)Nc3nc4ccccc4n32)c(C)n1-c1ccccc1Cl (configuration not stated)
  -10, -5, 7%, 1.7, -14%, -0.4, 20%, 7, -24%
CCC(Sc1ccccc1C(=O)O)C(=O)O (configuration not stated)
  -1, 14, -4%, -0.6, 22%, 0.0, -8%, -1, -18%
OCCC1CN(Cc2cccn2-c2nccs2)CCN1CCc1ccccc1 (configuration not stated)
  0, -25, 9%[57.1 µM], 0.4, 7%, -0.2, 23%[57.1 µM], 5, -6%
CC12CC(c3ccccc3O1)N(C(=O)c1ccco1)C(=O)N2c1ccccc1 (configuration not stated)
  8, 9, 9%[57.1 µM], -0.5, 1%, -0.3, 10%[57.1 µM], -2, -4%
CCCCN(C(=O)c1cccc(-n2cccc2)c1)c1c(N)n(CCCC)c(=O)[nH]c1=O
  -22, -12, 4%[57.1 µM], -0.7, -8%, -0.3, 9%[57.1 µM], 4, -3%
O=C(Nc1ccncc1)c1cc2ccccc2cc1O
  -10, 0, 9%, 2.5, 16%, 3.0, 18%, 1, -19%
N#Cc1c(NC(=O)c2ccccc2Cl)n(Cc2ccccc2)c2nc3ccccc3nc12
  -50*, 16, -10%, 3.1, 4%, 4.1, -6%, -8, 25µM*
O=C(NCc1cccs1)c1ccccc1C(=O)NCc1cccs1
  -1, 15, 0%, -0.2, 3%, 0.0, 9%, -2, -12%
CCC1(C)N=C(c2ccc3c(c2)OCO3)CC(c2ccccc2O)N1 (configuration not stated)
  2, -15, 6%[57.1 µM], 1.4, 2%, 1.0, ?, 0, -21%

No new results follow: an excerpt of the list.
Under each structure – PI4K2A inh, D2 antag, TrxR1 substrate, D2 agonist, IDH1 R132H inh, TRHR ag, rTrxR1 inhibitor, TRHR enhancer, USP1 inh
COc1ccc(CNC(=O)C(CC(C)C)NS(=O)(=O)c2ccc3c(c2)oc(=O)n3C)cc1 (configuration not stated)
  2, ., 4%, 0.8, -7%, 0.6, 34%, -11, -10%
COc1cccc(C(=O)Nc2c(C(=O)c3ccc(F)cc3)oc3ccccc23)c1
  -1, ., 14%, 1.1, 23%, 0.5, 19%, 6, -6%

The list goes on:
Under each structure – PI4K2A inh, D2 antag, TrxR1 substrate, D2 agonist, IDH1 R132H inh, TRHR ag, rTrxR1 inhibitor, TRHR enhancer, USP1 inh
CCn1c(SCC(=O)Nc2ccccc2Br)nnc1-c1cnccn1
  10, 12, 0%, 1.4, 16%, 0.0, 19%, -2, -19%
COc1ccc(C(CNC(=O)COc2ccccc2)N2CCOCC2)cc1 (configuration not stated)
  3, -12, 1%, -0.4, -2%, 1.1, 4%, 0, -5%
COc1ccc2cc(C)c3nnc(SCC(=O)Nc4cc(OC)c(OC)cc4C(=O)O)n3c2c1
  -3, -12, 1%[57.1 µM], -0.3, 3%, -0.3, 3%[57.1 µM], 3, -10%
COC(=O)c1ccccc1-n1c(CCC(=O)O)ccc1-c1ccc(F)cc1
  -1, 3, 5%, 0.3, -4%, -0.6, -3%, -6, -12%
CCOc1cc(S(=O)(=O)NCc2ccco2)c(OCC)cc1-n1cnnn1
  -5, 3, 53%[activator], 1.1, 1%, 0.1, -8%, 1, 3%
Cc1ccccc1/C=C\c1nc(O)c([N+](=O)[O-])c(=O)[nH]1
  -4, 21, -14%, 0.0, 9%, 0.6, -19%, -4, ?
COc1ccc(Cl)cc1NC(=O)Cn1c(=O)n(CCC(=O)NCc2ccc3c(c2)OCO3)c(=O)c2ccccc21
  2, ., 5%, 0.6, -8%, 0.4, 31%, 6, ?
CC(C)Nc1nc(Cl)nc(NCCOc2ccccc2)n1
  -4, -8, 5%, 0.5, 5%, 0.0, 23%, -6, -11%
CCN(CC)CCNC(=O)c1cn(C)c2ccc(S(=O)(=O)N(C)C3CCCCC3)cc2c1=O
  -4, ., 10%[57.1 µM], ., -5%, -0.3, 29%[57.1 µM], 0, -7%
O=C1N[C@@H](c2ccccc2)COC(=O)[C@H](Cc2ccc(F)cc2)CC/C=C/C[C@@H]1CC(=O)N(CCO)Cc1ccccc1
  -4, ., 4%[57.1 µM], ., -20%, ., 13%[57.1 µM], ., -14%
CCOC(=O)COc1ccc(Br)cc1/C=C\c1[nH]c(=O)[nH]c(=O)c1[N+](=O)[O-]
  -28, -11, -9%, 0.4, ?, 0.1, 45µM*, 7, -24%
CCCC(C)C(=O)Nc1ccc(S(=O)(=O)Nc2nccc(C)n2)cc1 (configuration not stated)
  3, -22, 2%[57.1 µM], -0.3, -4%, -1.8, 3%[57.1 µM], -3, -21%
Fc1ccccc1-c1[nH]ncc1-c1nnnn1-c1ccccc1
  -7, 10, -6%, 0.2, -1%, -0.3, 13%, -1, -7%
N#C/C(=C(/O)CSc1ccccc1C(=O)O)c1nc2ccccc2s1
  -8, -8, -21%, 0.2, 3%, 0.2, -16%, 6, -28%
Cc1ccc(C)c(C(C)NC(=O)c2ccncc2)c1 (configuration not stated)
  -1, -10, -10%, 0.1, -4%, 0.6, 3%, 5, 0%
COc1cccc(CN2CC(C(=O)NCc3cccc(Cl)c3)CCC2=O)c1 (configuration not stated)
  -8, -5, -3%, 0.8, -6%, 0.6, 6%, -4, -23%
COCCNC(=O)C(C)Oc1ccccc1 (configuration not stated)
  -1, 4, -4%, -1.0, 5%, -0.3, 7%, -3, -7%
CCOC(=O)CNS(=O)(=O)CCN1C(=O)c2ccccc2C1=O
  12, -3, 7%, 0.1, 0%, 0.3, 15%, 3, -5%
O=C(CNS(=O)(=O)c1ccccc1F)Nc1ccc(N2CCOCC2)cc1
  0, -2, 3%[57.1 µM], -1.0, 0%, 0.2, 6%[57.1 µM], 0, -2%
CCC(=O)C1=C(c2ccccc2)N(C(=O)CC)n2c(nnc2-c2ccccc2)S1
  6, ., 6%[57.1 µM], 0.8, -8%, 0.3, 15%[57.1 µM], -1, -9%
Cc1ccc2[nH]c(=O)c(COC(=O)c3cccs3)cc2c1
  2, -10, 1%, -0.2, 3%, 0.2, -1%, -1, 3%
Cc1cccc(OCc2n[nH]c(=S)n2-c2ccccc2)c1
  1, -17, 7%, 0.8, -1%, 0.6, -14%, -3, -10%
COc1cccc(N2C(=O)CSC23C(=O)N(CC(=O)NCc2ccc(C)cc2)c2ccccc23)c1 (configuration not stated)
  4, ., 0%, ., -9%, -0.1, 19%, -6, -25%
Cc1nnc(SCC(=O)Nc2c(Cl)cccc2Cl)[nH]c1=O
  3, ., 4%, ., 4%, -0.1, 22%, -2, -20%
Cn1c(N)c(N=Cc2ccccc2)c(=O)n(C)c1=O
  -2, ., 6%[57.1 µM], ., 0%, ., -5%[2.29 µM], ., -19%
Cc1ccc(-n2nnnc2SCC(=O)N2c3ccccc3NC(=O)C2(C)C)cc1
  4, ., -7%, ., 6%, -0.9, -10%, 0, -15%
Cc1ccc2c(c1)c1c(c(=O)n(-c3cccc(Cl)c3)c(=O)n1C)n2C
  -4, ., 19%, -0.3, 0%, -0.7, 13%, 0, -4%
CCOC(=O)C1=C(N)OC2=C(C(=O)CCC2)C1c1ccc(C)s1 (configuration not stated)
  -3, 10, 3%, -0.1, 2%, 0.6, 0%, 0, -15%
CC(=O)c1ccc(OC(C)C(=O)Nc2cccc(S(=O)(=O)NCc3ccco3)c2)cc1 (configuration not stated)
  -3, ., 2%, ., 2%, ., -23%, ., -21%
COc1cccc(NC(=O)CSc2nc3ccc(NC(=O)c4cccs4)cc3s2)c1
  13, ., 7%, -0.9, 2%, 0.8, 35%, -1, ?
COc1ccc(C(C(=O)NC2CCCCC2)N(C(=O)Cc2c[nH]c3ccccc23)c2ccccc2C)cc1OC (configuration not stated)
  -1, -4, -7%[57.1 µM], 1.2, -1%, 0.6, 19%[57.1 µM], 13, -26%
COc1cc(C2=NOC(C(=O)Nc3c(C)n(C)n(-c4ccccc4)c3=O)C2)cc(OC)c1OC (configuration not stated)
  7, -3, 6%, 1.1, 9%, 0.4, 23%, 7, -19%
